EphA4 KYL inhibition = inhibitors of EphA4 binding to KYL peptide, primary screen, biochemical, colorimetric, mouse EphA4 (AID 689); EphA4-AP binding to KYL peptide, pNPP A405; higher % means a stronger effect; inhibition, % at 10 µM; hits with a dose series show IC50 in µM; 62,000 tested, 0.1% active; in the data active = a potency from the dose series; inactive = the rest, 99 in 100 with inhibition below about 22%
* marks the source's active call; other numbers are inactive results. A portion of the library; rates above refer to the full screens.

EphA4 KYL inhibition,SMILES
4%,COC(=O)C1CC(OCc2ccccc2)C1 (stereo not drawn)
-4%,CC(=O)n1c2ccccc2c2nc(NC(C)C)sc21
11%,CCCc1ccc(C(=O)CCC(=O)O)cc1
-13%,O=C(NCc1ccco1)C1CCC(N2C(=O)c3ccccc3C2=O)CC1 (stereo not drawn)
4%,COCCOC(=O)c1c(C)oc2ccc(NS(=O)(=O)c3cc(Cl)ccc3Cl)cc12
2%,COc1ccc(CC(=O)Nc2ccc(NC(=O)c3ccc(Br)cc3)cc2)cc1OC
-2%,COc1ccc(NC(=O)CN2c3cccc4cccc(c34)S2(=O)=O)cc1
6%,O=C(/C=C/c1ccco1)N1CCC(CN2C(=O)c3cccc4cccc(c34)C2=O)CC1
-10%,CC12CCCCC1c1ccccc1C(=NCC(=O)O)N2 (stereo not drawn)
-21%,COc1ccc(NC(=O)C2CCCN(S(=O)(=O)c3cccc4cccnc34)C2)cc1 (stereo not drawn)
9%,CC(=O)NCCn1c(SCc2ccccc2F)nc2ccccc2c1=O
5%,CCOc1cc(C2Nc3ccccc3NC3=C2C(=O)CC(c2ccc(OC)cc2)C3)ccc1OC(=O)C1CC1 (stereo not drawn)
-11%,CC1(C)CC(CCNC(=O)c2ccc(-n3cnnn3)cc2)CC(C)(C)N1
4%,Cc1cc(Nc2ccccc2)n(C(=O)c2ccc([N+](=O)[O-])cc2)n1
-1%,CCn1c(SCC(N)=O)nnc1-c1cc2c(C)nn(-c3ccccc3)c2s1
-30%,C=CCn1c(O)c(C=Nc2ccc(Cc3ccncc3)cc2)c(=O)[nH]c1=S
-11%,Cc1ccc(N2CCCn3c2nc2c3c(=O)n(CCN3CCOCC3)c(=O)n2C)cc1
-1%,O=C1CSC(c2ccc(Cl)c(Cl)c2)N1CC12CC3CC(CC(C3)C1)C2 (stereo not drawn)
-2%,Cc1onc(-c2ccccc2)c1C(=O)Nc1c(C)n(C)n(-c2ccccc2)c1=O
9%,CC(=NC1CCCCC1)C1=C(O)c2ccccc2C1=O
-1%,COc1ccc(NC(=O)c2ccc(OC)c(OC)c2)cc1Cl
-3%,O=C(CSc1ncnc2c1oc1ccccc12)N1CCc2ccccc2C1
6%,Nc1cc2nsnc2cc1Br
-4%,COc1ccc(OC)c(NC(=S)NC(NC(=O)c2cccc(C)c2)C(Cl)(Cl)Cl)c1 (stereo not drawn)
-14%,CCN1C(=O)/C(=C/c2cccs2)SC1=Nc1ccc(OC)cc1
-7%,COc1ccc(C2CC(c3ccc(Cl)c(Cl)c3)Nc3nc(N)nn32)cc1 (stereo not drawn)
-3%,CCCc1nc2ccccc2c(C(=O)OCC(=O)Nc2cccc(S(=O)(=O)N3CCOCC3)c2)c1CC
-8%,Cc1cc(C=O)c(C)n1-c1ccc(Cl)cc1
5%,Cc1sc2ncn3cnnc3c2c1C
-8%,O=C(c1cn(CC(=O)N2CCCCC2)c2ccccc12)C1CC1
6%,Cc1ccc(S(=O)(=O)Nc2cc(C(C)C)c(O)cc2C)cc1
0%,O=C1C2C3C=CC(C4CC34)C2C(=O)N1c1ccccc1Cl (stereo not drawn)
-11%,Cc1nn(-c2ccc(C(=O)O)cc2)c(N)c1-c1ccccc1
9%,Cc1c(NC(=O)CN2C(=O)c3ccccc3C2=O)c(=O)n(-c2ccccc2)n1C
-6%,O=C1C2ON(c3ccc(Cl)cc3)C(c3cc(Br)ccc3O)C2C(=O)N1c1ccccc1 (stereo not drawn)
7%,COc1ccc2nc(SCC(=O)Nc3ccccc3)[nH]c2c1
-10%,Fc1cccc(Cl)c1Cc1noc(-c2ccccc2Br)n1
-14%,O=c1c2ccccc2nc(-c2ccc(Br)cc2)n1Cc1ccccc1
13%,CCOC(=O)N1CCN(c2ccc(C(=O)c3cccc(F)c3)cc2)CC1
-16%,CCCCCCn1cnc2c(c1=O)c1nc3ccccc3nc1n2Cc1cccs1
-1%,CC(=O)Nc1ccc(C(=O)CSc2nc3ccccc3n2CC(=O)N2CCCC2)cc1
-15%,O=C(N/N=C/c1ccncc1)c1nc(-c2ccccc2)n2c1CCCCC2
-8%,COC(=O)CNC(=O)C1COc2ccccc2O1 (stereo not drawn)
-5%,CCCCn1c(=O)[nH]c(=O)c2c1nc(-c1ccc(-c3ccccc3Br)o1)n2CCOC
-12%,CCN=C1NN=C(c2ccc(C)cc2)CS1
32%,Cn1c(-n2c(CCN3C(=O)c4ccccc4C3=O)nc3ccccc3c2=O)nc2ccccc21
9%,Cc1ccccc1NC(=O)c1cnc2ccccn2c1=O
-4%,O=C(Cc1ccccc1)N1CCC(c2nc(-c3ccc(F)cc3)no2)CC1
-9%,CSc1nc2sc(-c3ccccc3)cc2c(=O)n1N
5%,Cn1c(CCNC(=O)OC(C)(C)C)n[nH]c1=S
-8%,CCCS(=O)(=O)N1CCCC(C(=O)NCCN2CCC(Cc3ccccc3)CC2)C1 (stereo not drawn)
-10%,CCN1CCCC1CNC(=O)C(=O)Nc1ccccc1OC (stereo not drawn)
-16%,O=C(O)c1oc2ccccc2c1CSc1ccccn1
2%,Cc1cc(=O)[nH]c(Sc2c(-c3ccccc3)c3ccccc3[nH]c2=O)n1
1%,CCOc1ccc(NC(=O)CN(C)c2nnnn2-c2ccccc2)cc1OCC
-7%,CCCCNC(=O)COC(=O)c1cc(C)nc2ccccc12
11%,COC(=O)c1c(NC(=O)c2cncc(Br)c2)sc2c1CCC(C)C2 (stereo not drawn)
8%,CC1CN(C(=O)C(C)Sc2nc3ccccc3s2)CC(C)O1 (stereo not drawn)
-4%,COc1cccc(NC(=O)CSc2nc3c(c(-c4ccco4)c2C#N)CCCC3)c1
1%,CC(=O)NC1C(=O)Nc2c(C)cc(C)cc21 (stereo not drawn)

Some of these compounds in order of heavy-atom count, high to low:
EphA4 KYL inhibition,SMILES
-8%,CCCS(=O)(=O)N1CCCC(C(=O)NCCN2CCC(Cc3ccccc3)CC2)C1 (stereo not drawn)
9%,Cc1ccccc1NC(=O)c1cnc2ccccn2c1=O
-16%,O=C(O)c1oc2ccccc2c1CSc1ccccn1

Laid out differently: results already given.
smiles | EphA4 KYL inhibition
COc1ccc2nc(SCC(=O)Nc3ccccc3)[nH]c2c1 | 7%
Fc1cccc(Cl)c1Cc1noc(-c2ccccc2Br)n1 | -10%
O=c1c2ccccc2nc(-c2ccc(Br)cc2)n1Cc1ccccc1 | -14%
CCOC(=O)N1CCN(c2ccc(C(=O)c3cccc(F)c3)cc2)CC1 | 13%
CCCCCCn1cnc2c(c1=O)c1nc3ccccc3nc1n2Cc1cccs1 | -16%
CC(=O)Nc1ccc(C(=O)CSc2nc3ccccc3n2CC(=O)N2CCCC2)cc1 | -1%
O=C(N/N=C/c1ccncc1)c1nc(-c2ccccc2)n2c1CCCCC2 | -15%
COC(=O)CNC(=O)C1COc2ccccc2O1 (stereo not drawn) | -8%
CCCCn1c(=O)[nH]c(=O)c2c1nc(-c1ccc(-c3ccccc3Br)o1)n2CCOC | -5%
CCN=C1NN=C(c2ccc(C)cc2)CS1 | -12%
Cn1c(-n2c(CCN3C(=O)c4ccccc4C3=O)nc3ccccc3c2=O)nc2ccccc21 | 32%
Cc1ccccc1NC(=O)c1cnc2ccccn2c1=O | 9%
O=C(Cc1ccccc1)N1CCC(c2nc(-c3ccc(F)cc3)no2)CC1 | -4%
CSc1nc2sc(-c3ccccc3)cc2c(=O)n1N | -9%
Cn1c(CCNC(=O)OC(C)(C)C)n[nH]c1=S | 5%
CCCS(=O)(=O)N1CCCC(C(=O)NCCN2CCC(Cc3ccccc3)CC2)C1 (stereo not drawn) | -8%
CCN1CCCC1CNC(=O)C(=O)Nc1ccccc1OC (stereo not drawn) | -10%
O=C(O)c1oc2ccccc2c1CSc1ccccn1 | -16%
Cc1cc(=O)[nH]c(Sc2c(-c3ccccc3)c3ccccc3[nH]c2=O)n1 | 2%
CCOc1ccc(NC(=O)CN(C)c2nnnn2-c2ccccc2)cc1OCC | 1%
CCCCNC(=O)COC(=O)c1cc(C)nc2ccccc12 | -7%
COC(=O)c1c(NC(=O)c2cncc(Br)c2)sc2c1CCC(C)C2 (stereo not drawn) | 11%
CC1CN(C(=O)C(C)Sc2nc3ccccc3s2)CC(C)O1 (stereo not drawn) | 8%
COc1cccc(NC(=O)CSc2nc3c(c(-c4ccco4)c2C#N)CCCC3)c1 | -4%
CC(=O)NC1C(=O)Nc2c(C)cc(C)cc21 (stereo not drawn) | 1%

(further entries)
EphA4 KYL inhibition,SMILES
-2%,CCCCn1c(/N=C/c2ccc3c(c2)OCO3)nc2ccccc21
10%,Cc1ccc(-c2nc3ccccn3c2NC(=O)c2ccccc2)cc1
-7%,Cc1nc2cc(Nc3nnc(-c4ccccc4)c4ccccc34)ccc2n1C
6%,Cc1sc2ncn(CCC(=O)O)c(=O)c2c1C
-14%,O=C(Nc1nccs1)C1Cc2ccccc2CN1S(=O)(=O)c1ccc(F)cc1 (stereo not drawn)
-21%,CCOC(=O)/C(C(N)=NCCO)=C(/O)c1ccccc1
-17%,Nc1ccc2c(c1)C(=O)C(=O)c1ccccc1-2
-13%,Cc1cc(=O)oc(C)c1C(=O)NCCCN1C(C)CCCC1C (stereo not drawn)
4%,Cc1cc(NC(=O)c2cccc(Br)c2)ccc1-c1cc2ccccc2oc1=O
-5%,COCC(C)NCc1cccc(OC)c1OC (stereo not drawn)
1%,O=C(c1ccc2c(c1)OCCO2)C1CC1
1%,CC(C)(C)c1ccc(-c2nc(C=O)c3ccccn23)cc1
0%,CC12CCC(c3c(C(=O)Nc4nccs4)nn(-c4ccccc4)c31)C2(C)C (stereo not drawn)
-3%,COc1ccc(CSc2nnnn2-c2ccccc2)cc1
-10%,CCC(=O)Nc1ccc(NC(=O)CSc2nnnn2CC)cc1C
-4%,CCOc1cc(C)c(-c2onc(C(F)(F)F)c2-c2csc(C)n2)c(O)c1
-5%,CCOC(=O)Cn1c(-c2nonc2NC(=O)c2ccccc2F)nc2ccccc21
-11%,CCCc1nc2c(o1)CC(CC(C)SCC)CC2=O (stereo not drawn)
6%,Cc1cc(C(C)(C)C)ccc1OCCn1ccnc1
-16%,Cc1cc(C)c(C#N)c(SCc2nc3ccccc3[nH]2)n1
-15%,COc1ccc2occ(C(=O)c3cccs3)c2c1
6%,CN(CCO)CCOCCOc1ccc(C(C)(C)C)cc1
-4%,N#CC(c1ccccc1)c1ccc2c(C(F)(F)F)cc(C(F)(F)F)nc2n1 (stereo not drawn)
-19%,COc1cccc(OC)c1C(=O)Nc1ccc(NC(=O)c2ccco2)cc1
-4%,O=C(Nc1cccc(Cl)c1)ON=C1c2ccccc2-c2ccccc21
-4%,CC(C)c1ccc(NC(=O)C(c2ccccc2)N2CCOCC2)cc1 (stereo not drawn)
0%,Oc1ccccc1-c1cc(-c2ccco2)[nH]n1
-4%,OC(COCc1ccccc1)CN1CCN(c2ccccc2)CC1 (stereo not drawn)
-4%,CCCCOc1ccccc1NC(=O)c1cc(OC)c(OC)c(OC)c1
-5%,N#Cc1c(N2CCOCC2)nc(-c2ccco2)c2c1CCCC2
-3%,O=C(Cc1cc(=O)oc2cc(O)ccc12)NCC1CCC(C(=O)O)CC1 (stereo not drawn)
-11%,O=C(CCc1ccccc1)NCc1ccc2c(c1)OCO2
1%,CC(C)C12CC3CC(CC(C(=O)NN)(C3)C1)C2
-18%,COc1ccc2cc3cc(C(=O)NCCc4ccc(OC)c(OC)c4)oc3nc2c1
-6%,COc1ccc(C2CC(c3ccc(Br)cc3)=NN2C(=O)CCC(=O)O)cc1OC (stereo not drawn)
-26%,CCOC(=O)Cc1csc(NC(NC(=O)CC)(C(F)(F)F)C(F)(F)F)n1
-15%,Cc1cccc(C(=O)NC(NCc2ccco2)C(Cl)(Cl)Cl)c1 (stereo not drawn)
-10%,O=C(CS(=O)(=O)c1cccc(C(F)(F)F)c1)Nc1ccccc1Cl
-5%,CCOC(=O)NC1(C(F)(F)F)C(=O)N(Cc2ccccn2)C2=C1C(=O)CC(C)(C)C2 (stereo not drawn)
-5%,COc1ccc(NC(=O)c2ccco2)cc1NC(=O)c1ccco1
2%,Fc1cccc(Cl)c1Cc1noc(-c2ccccc2)n1
-1%,CCOC(=O)C1CCCN(C(=O)c2sc3nc(C)nc(N4CCOCC4)c3c2C)C1 (stereo not drawn)
8%,CC(C)(C)S(=O)(=O)c1cnc2c(-c3ccc(F)cc3)cnn2c1N
2%,Cc1nn(C)c(C)c1CNC(=O)c1cnn2c1NC(c1ccccc1)CC2C(F)(F)F (stereo not drawn)
-12%,C=CCNC(=O)C(=O)c1cccn1-c1ccsc1C(=O)OC
36%,CC(C)(C)NC(=O)C(c1ccncc1)N(Cc1cccs1)C(=O)Cn1nnc(-c2cccs2)n1 (stereo not drawn)
19%,CCN(CC)CCCCCOc1ccccc1OC
-2%,COc1ccc(NCCC#N)cc1
-4%,CCOc1ccc(S(=O)(=O)N(CC(=O)Nc2ccccc2CC)c2ccc(C)cc2)cc1
